PGK inhibitor = blocks T. brucei phosphoglycerate kinase; Potency, µM (series often up to 57.5 µM), for the others: at the highest dose activity change, negative = inhibition, hits mostly inhibitors; PGK/GAPDH coupled, Kinase-Glo luminescence, 60 min; P07378; actives 0.043% (n = 380,000); note: potency is the fitted concentration of half-maximal effect; % is set by controls: 0 for no effect and ±100 for the full control effect; nearly all actives have a fitted effect of over 60% in size
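Recombinant glycosomal PGK reaction used 1,3-bisphosphoglycerate generated in-well by GAPDH (100nM final) in 100mM TEA pH 7.6, 5mM MgCl2, 0.01% Tween-20. After 60 minutes at room temperature, ATP was read by Kinase-Glo Plus luminescence end-point.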
JMJD2A Tudor = inhibitors of human JMJD2A Tudor domain | AlphaScreen JMJD2A-Tudor / H3K4me3 peptide binding | Potency, µM (series often up to 114 µM), for inactives: top-dose activity change, negative = inhibition, actives largely listed as inhibitors | actives 4.4% (n = 390,000) | AID 504339; note: potency is the fitted concentration of half-maximal effect; % is set by controls: 0 for no effect and ±100 for the full control effect; nearly all actives have a fitted effect of over 50% in size
PI4K2A inh = PI4K2A (human) kinase inhibition; purified PI4K2A, ADP-Glo luminescence, 1 h; stronger effect = lower value; activity change, negative = inhibition, % at 76.9 µM; actives 0.13% (n = 420,000); AID 1346378; in the data active = activity change below about -50%; inconclusive = mostly about -30% to -49%;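 note: -100% = wells without enzyme as full effect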
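In this quantitative HTS, ADP production by PI4K2A was quantified luminescently after 1 h at ambient temperature; 100 microM adenosine served as plate-quality control.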
Pin1 inh = blocks the human prolyl isomerase Pin1 | actives 0.009% (n = 390,000) | AID 504891 | Pin1 FP peptide displacement, HiFluor488, 10 min | Q13526 | Potency, µM (titrated, usually from 115 µM), for the others: at the top dose activity, negative = inhibition, actives largely listed as inhibitors; active = well fitted inhibition curve with a large enough effect in the polarisation, with a control signal flat, not every such curve was filed as active; inconclusive = small, poorly fitted or top-dose-only effect, or effect the other way, or a change in a side signal; inactive = no such curve, though single readings can be large or run the other way; the % refers to the polarisation; note: potency is the fitted concentration of half-maximal effect; % is set by controls: 0 for no effect and ±100 for the full control effect
Target sequence (Q13526 whole entry, looked up): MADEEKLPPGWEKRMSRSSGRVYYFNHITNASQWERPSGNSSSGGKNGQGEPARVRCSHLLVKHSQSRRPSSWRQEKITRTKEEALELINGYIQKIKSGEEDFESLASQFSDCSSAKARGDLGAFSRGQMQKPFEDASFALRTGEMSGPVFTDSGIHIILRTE
GLS inh = glutaminase GLS (human) inhibition | O94925 | GLS enzymatic activity, qHTS titration | Potency, µM (doses to about 45.5 µM), inactives show top-dose activity change, negative = inhibition, usual class: inhibitors | actives 0.21% (n = 410,000) | AID 624170; note: potency is the fitted concentration of half-maximal effect; % is set by controls: 0 for no effect and ±100 for the full control effect
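Enzyme dispensed in phosphate buffer (45 mM, pH 8.2, 0.02% Tween-20), compounds pinned in, then 1 mM L-glutamine solution and the glutamate oxidase–HRP–Amplex Red mix added; fluorescence read immediately and again after 30 min at room temperature.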
ERG Ets-DNA blk = blocks human ERG Ets domain binding to DNA | Potency, µM (doses to about 76.9 µM), inactives show at the highest dose FP activity, negative = inhibition, usual class: inhibitors | fluorescence polarization, His-ERG Ets domain / labelled DNA | P11308 | actives 0.028% (n = 370,000); active = well fitted inhibition curve with a large enough effect in the polarisation, with a control signal flat; inconclusive = small, poorly fitted or top-dose-only effect, or effect the other way, or a change in a side signal; inactive = no such curve, though single readings can be large or run the other way; the % refers to the polarisation;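 note: polarization taken with two DNA probes labelled with fluorescein and Texas red; potency is the fitted concentration of half-maximal effect; % of control where 0% means no effect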
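His-tagged ERG Ets domain (1 uM in the protein solution; 300mM KCl, 50mM Tris-HCl, 1mM EDTA, 1mM DTT, pH 7.5) received compound, then a probe mix of 5 nM fluorescein-DNA and 100nM Texas-615-DNA. Fluorescence polarization was read for both dyes.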
HP1b chromo inh = blocks HP1-beta chromodomain binding to methylated histone tails | P83916 | AlphaScreen HP1-beta / biotin-H3K9me3 peptide binding | Potency, µM (doses to about 114 µM), for inactives: at the top dose activity change, negative = inhibition, most hits filed as inhibitors | actives 0.56% (n = 390,000); note: potency is the fitted concentration of half-maximal effect; nearly all actives have a fitted effect of over 70% in size; inactives centre near 23
Target sequence (P83916 whole entry, looked up): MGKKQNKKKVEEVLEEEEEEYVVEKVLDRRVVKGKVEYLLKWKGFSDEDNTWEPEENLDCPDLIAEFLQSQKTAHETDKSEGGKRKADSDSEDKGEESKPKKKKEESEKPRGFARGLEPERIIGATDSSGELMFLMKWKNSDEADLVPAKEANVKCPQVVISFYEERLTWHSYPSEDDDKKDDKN
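Compound inhibition of the preformed complex between 50 nM HP1-beta and 50 nM biotinylated H3K9me3 peptide was read by AlphaScreen. Buffer was PBS pH 7.4 with 0.01% Tween-20. Incubations ran 30 min at room temperature, with 10 ug/mL donor/acceptor beads.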
G9a inh = G9a (human) methyltransferase inhibition; actives 8.8% (n = 350,000); G9a H3K9 monomethylation, AlphaScreen, 2 h; Potency, µM (doses to about 102 µM), for inactives: at the highest dose activity, negative = inhibition, hits mostly inhibitors; note: potency is the fitted concentration of half-maximal effect; % is set by controls: 0 for no effect and ±100 for the full control effect; nearly all actives have a fitted effect of over 75% in size
Target sequence (Q96KQ7 913-1193 limits assumed): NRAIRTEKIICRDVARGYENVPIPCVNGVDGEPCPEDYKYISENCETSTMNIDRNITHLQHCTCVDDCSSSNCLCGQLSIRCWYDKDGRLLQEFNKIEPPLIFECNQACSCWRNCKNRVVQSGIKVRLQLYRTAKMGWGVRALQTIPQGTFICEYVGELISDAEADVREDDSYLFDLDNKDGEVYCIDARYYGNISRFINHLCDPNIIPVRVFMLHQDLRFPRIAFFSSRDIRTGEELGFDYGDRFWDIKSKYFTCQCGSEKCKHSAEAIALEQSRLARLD
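Compounds were preincubated with 20 nM G9a for 15 min, after which biotinylated H3K9 peptide (500 nM) and SAM (20 uM) started a 2 h room-temperature reaction. Monomethylated product was quantified by antibody-based AlphaScreen chemiluminescence.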
BAZ2B inh = BAZ2B (human) inhibition; AlphaScreen BAZ2B-H3K14Ac peptide displacement; Potency, µM (highest dose often 114 µM), inactives show top-dose activity change, negative = inhibition, most hits filed as inhibitors; actives 4.4% (n = 360,000); AID 504333; note: potency is the fitted concentration of half-maximal effect; % is set by controls: 0 for no effect and ±100 for the full control effect; nearly all actives have a fitted effect of over 60% in size
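AlphaScreen displacement of biotin-H3(5-23)K14Ac peptide (50 nM final) from BAZ2B (50 nM final) in PBS pH 7.4, 0.01% Tween-20; complex preformed 30 min RT, then compounds (top 110 uM) 30 min RT, beads 20 min dark.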
* hit, by the source's call; i = inactive; ? = inconclusive; · = not tested or not shown; [ ] = remark or other dose. Unless noted, calls come from the whole dose curve; as a rule, active = well fitted curve in the direction sought with a large enough effect; inconclusive = small, poorly fitted or top-dose-only effect, or another doubt; inactive = no such curve, though single readings can be large; an effect the other way counts as inactive or inconclusive.

SMILES	PGK inhibitor	JMJD2A Tudor	PI4K2A inh	Pin1 inh	GLS inh	ERG Ets-DNA blk	HP1b chromo inh	G9a inh	BAZ2B inh
COc1cc(C2CC(=O)c3c([nH]c(C(=O)OC4CCCC4)c3C)C2)cc(OC)c1OC (centres undefined)	-11%	-29%	-2	5%	-4%	-7%	2%	-30%[59 µM]	?
Cc1noc(C(F)(F)F)c1C(=O)NNC(=O)c1cccc(C(F)(F)F)c1	-3%	-9%	-22	1%	-12%	-4%	36%[activator]	·	-1%
CCCCNC(=O)C1CCC(CNc2c(N3CCC(C)CC3)c(=O)c2=O)CC1 (centres undefined)	i	3%	-3	-2%	-6%	-12%	31%	2%	-2%
COc1ccc(OC)c(NC(=O)c2sc3ncnc(N4CCN(c5ccccn5)CC4)c3c2C)c1	2%	-13%	-2	4%	-11%	10%	12%[57 µM]	-12%	-11%
Cc1cc(=O)oc2cc(OCC(O)CN3CCN(c4ccc(F)cc4)CC3)ccc12 (centres undefined)	-6%	-18%	-3	-4%	15%	·	13%	16%[59 µM]	·
CCC(Oc1ccccc1)C(=O)Nc1ccccc1OCc1cc(=O)n2ccccc2n1 (centres undefined)	-2%	3%	-1	-9%	1%	1%	24%[57 µM]	-26%[59 µM]	11%
OCCCn1c(C2CCCN2c2nc(-c3ccc(F)cc3)cs2)nc2cc(Cl)c(Cl)cc21 (centres undefined)	-10%	-23%	-3	25%	5%	-12%	17%	·	·
CCOC(=O)c1c(NC(=O)COc2cccc(C)c2C)sc(C(C)=O)c1C	i	-7%	0	157%[activator]	-11%	-1%	54%[activator]	32%[59 µM]	23%
C=CCC(C#Cc1ccccc1)[N+](C)(C)CC=C (centres undefined)	-1%	-11%	9	12%	-1%	-3%	12%	12%[2.33 µM]	8%
CCc1ccccc1NS(=O)(=O)Cc1ccccc1	-3%	-13%	3	-2%	-4%	9%	25%	·	2%
Nc1ncnc2c1C1(CCCCC1)Cc1ccccc1-2	-2%	-8%	7	2%	2%	·	20%	31%[59 µM]	4%
O=C(O/N=C\c1ccc(N2CCCCC2)c([N+](=O)[O-])c1)c1c(F)cccc1F	-3%	?	-5	-1%	-5%	8%	?	14µM*	?
CC(=O)Nc1ccc(-n2c(CCC(=O)O)ccc2-c2ccc(Br)cc2)cc1	-3%	-25%	-1	-5%	?	2%	-17%	?	?
CCCc1cc(=O)[nH]c(SCc2ccccc2Cl)n1	-2%	-7%	3	9%	·	1%	15%	-18%	?
CN(C)C(=S)c1ccc2ccccc2n1	2%	-13%	-2	1%	-2%	6%	30%	-12%[59 µM]	5%
CCc1ccc(NC(=O)c2ccc(-c3ccccc3)s2)cc1	-4%	0%	-3	?	3%	2%	65%[activator]	28%[59 µM]	-5%
CCc1cc2cc3c(cc2nc1SCC(=O)OC(C)C)OCO3	-2%	137%[activator]	-1	49%[activator]	-12%	7%	142%[activator]	251%[activator]	154%[activator]
Cc1nnc(-c2cnn(C)c2N)n1CCCN1CCOCC1	-11%	7%	4	-2%	0%	-5%	53%[activator]	4%	-23%
COc1ccc(OCCOC(=O)c2nc3nccc(C)n3n2)cc1	-7%	9%	4	2%	-11%	9%	33%	14%	-3%
CCCCCc1nc2c(c3c1CCCC3)CCCC2	0%	10%	-5	-8%	-4%	4%	48%[activator]	19%	1%
COC(=O)C(c1cc(OC)c(O)c(OC)c1)(N1CCNC(C)C1)C(F)(F)F (centres undefined)	-8%	28%	-4	-4%	4%	13%	37%[activator]	10µM*	-5%
CCCC(=O)Nc1ccc(Cl)c(NC(=O)c2cccc(OC)c2)c1	1%	0%	-1	-3%	2%	7%	10%	-11%	-12%
COC(=O)/C=C1/N/C(=N\c2nc(C)cc(C)n2)N(c2ccc(Cl)cc2)C1=O	-5%	-13%	2	7%	7%	2%	19%	18%[59 µM]	-4%
Cc1cc(Br)ccc1NC(=O)CN(C)Cc1cccs1	5%	38%[activator]	-1	8%	-8%	4%	103%[activator]	122%[activator]	43%[activator]
O=[N+]([O-])c1ccccc1S(=O)(=O)c1ccccc1[N+](=O)[O-]	i	-34%	-3	-6%	-4%	19%	3%	-9%	-1%

A portion of the results above:
SMILES	PGK inhibitor	JMJD2A Tudor	PI4K2A inh	Pin1 inh	GLS inh	ERG Ets-DNA blk	HP1b chromo inh	G9a inh	BAZ2B inh
Cc1cc(Br)ccc1NC(=O)CN(C)Cc1cccs1	5%	38%[activator]	-1	8%	-8%	4%	103%[activator]	122%[activator]	43%[activator]
O=[N+]([O-])c1ccccc1S(=O)(=O)c1ccccc1[N+](=O)[O-]	i	-34%	-3	-6%	-4%	19%	3%	-9%	-1%

Later entries:
SMILES	PGK inhibitor	JMJD2A Tudor	PI4K2A inh	Pin1 inh	GLS inh	ERG Ets-DNA blk	HP1b chromo inh	G9a inh	BAZ2B inh
Cc1ccc(C(c2nnnn2CC2CCCO2)N2CCN(C)CC2)cc1 (centres undefined)	3%	10%	-12	-2%	1%	3%	22%	·	5%
COc1ccccc1CNC(=O)CN1C(=O)NC2(CCCc3sccc32)C1=O (centres undefined)	i	-11%	-1	1%	-3%	-4%	39%[activator]	10%[12.7 µM]	3%
O=[N+]([O-])c1cccc(C=NNC(=S)NC23CC4CC(CC(C4)C2)C3)c1	-5%	-10%	3	3%	-5%	-2%	18%	·	·
CCCCNC(=O)c1ccc(NC(C)=O)c(Cl)c1	-2%	-2%	0	-2%	-10%	-4%	30%	-9%	-12%
COc1cccc(O)c1CN1CCC(Oc2ccc(C(=O)NCc3ccccn3)cc2)CC1	i	?	0	-6%	6%	7%	12%	0%	-1%
COc1ccc(NC2CC(=O)N(c3cc([N+](=O)[O-])ccc3C)C2=O)cc1 (centres undefined)	12%	-28%	-20	0%	7.1µM*	-3%	1%	·	?
COc1ccc(N=C2NC(=O)/C(=C\C=C\c3ccccc3)S2)cc1	-2%	-19%	3	20%	-4%	2%	7%	8%	-2%
C=C(C)COc1cc2oc(=O)c(CC(=O)N3C[C@H]4C[C@@H](C3)c3cccc(=O)n3C4)c(C)c2cc1Cl	-5%	-16%	2	1%	-5%	3%	25%	·	-8%
CC(C)COC(=O)c1cccc2c1-c1ccccc1/C2=N\O	-11%	-1%	-5	9%	-18%	-12%	46%[activator]	-9%[59 µM]	-2%
CCOC(=O)c1ccccc1NS(=O)(=O)c1ccccc1	-9%	34%	-2	?	-7%	11%	42%[activator]	4%[12.7 µM]	37%
CCN1C(=O)CSC1=Nc1ccc(C(=O)O)cc1	i	-7%	-2	1%	7%	14%	54%[activator]	10%[0.501 µM]	-19%
CCOC(=O)C(NCc1ccc2c(c1)OCO2)(NC(=O)CC)C(F)(F)F (centres undefined)	-2%	-4%	0	2%	-14%	-3%	20%	-8%	-7%
COc1ccc(/C(N)=N/OC(=O)Oc2ccccc2)cc1OC	-3%	-7%	-1	10%	21%	·	17%	-11%[59 µM]	-37%
O=C(CN1C(=O)NC2(CCCC2)C1=O)Nc1cc(Cl)ccc1Oc1ccccc1	-6%	-27%	2	-3%	5%	15%	21%	0%[59 µM]	7%
CC(C)c1nc(SCC(=O)NC(=O)NC(C)(C)C)n[nH]1	18%	-14%	-2	-2%	-2%	4%	-1%	7%[12.7 µM]	-1%
CCOC(=O)c1cc2occc2n1CC(=O)N1CCOCC1	-9%	3%	6	-5%	3%	4%	10%	-51%	12%
CCN(CC)S(=O)(=O)c1ccc(NC(=O)c2cc(-c3cccs3)nc3ccccc23)cc1	-1%	-9%	-5	33%[activator]	2%	9%	13%	-5%	7%
O=C(COC(=O)CNC(=O)c1ccc(Cl)cc1Cl)Nc1cccc(S(=O)(=O)N2CCCC2)c1	-7%	-24%	6	3%	0%	·	18%	0%[0.501 µM]	?
Cc1ccc(OCC(=O)c2cc(C)n(Cc3ccco3)c2C)c([N+](=O)[O-])n1	-3%	?	-4	0%	-4%	10%	-4%	?	?
CCOc1ccc([C@@H]2CC=C(C(=O)O)CN2S(=O)(=O)c2ccc(C)cc2)cc1	i	-5%	-4	0%	14%	-15%	80%[activator]	10%[2.33 µM]	-13%
Cc1ccsc1C(=O)N/N=C/c1ccc2c(c1)OCO2	?	-17%	-54*	-5%	5%	10%	26%	12%[59 µM]	-3%
CCn1c2ccccc2c2cc(NC(=O)CSc3nnc(-c4cccc(Cl)c4)o3)ccc21	3%	-16%	6	7%	2%	-5%	11%	·	-2%
COC(=O)C1CN(C(=O)COc2cc(C)cc(C)c2)c2ccccc2O1 (centres undefined)	-1%	-1%	-5	-9%	-6%	4%	80%[activator]	-25%[2.33 µM]	-1%
Cc1ccc2[nH]c(O)c(N=NC(=O)C(C)n3cnc4ccccc4c3=O)c2c1 (centres undefined)	-3%	?	-8	-5%	1%	-4%	-17%	-35%[59 µM]	-34%
CCOc1ccc(-n2nnnc2SCC(=O)c2ccccc2)cc1	-4%	4%	-14	22%	-4%	10%	55%[activator]	-4%	6%
CC(C)Oc1ccc(CC(=O)NNC(=S)Nc2ccc(Br)cc2)cc1	-5%	?	2	0%	?	-1%	12%	-14%	0%
CS(=O)(=O)c1cc([N+](=O)[O-])c(Sc2nc3ccccc3[nH]2)c([N+](=O)[O-])c1	4%	?	7	2%	-4%	2%	?	?	-29%
CCc1cc(=O)oc2cc(C)cc(OC(C)C(=O)NCCCN3CCCC3=O)c12 (centres undefined)	5%	1%	-1	-3%	-7%	-3%	32%	61%[activator]	-2%
C=CCNC(=O)c1ccc(Cn2c(=S)[nH]c3cc4c(cc3c2=O)OCO4)cc1	?	?	?	77%[activator]	-9%	5%	8%	12%[59 µM]	-9%

Bioassay records from PubChem.
